# EZH2 inh: EZH2/PRC2 methyltransferase inhibitors, primary screen, biochemical, DELFIA time-resolved fluorescence, single point; PRC2 H3K27 methylation, DELFIA TRF, 1 h; AID 651548, 2012; Histone-lysine N-methyltransferase EZH2 (Homo sapiens), Q15910; inhibition, % at 12.5 µM; actives 0.35% (n = 57,000);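 active = mean inhibition of replicates at least 50% and every single replicate also reaching 50%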;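 also: dimethyl H3K27 on biotinylated H3 21-44 peptide detected by antibody; plate controls were median neutral control wells for no effect and median positive control wells for full effect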
# Target sequence (Q15910 whole entry, looked up): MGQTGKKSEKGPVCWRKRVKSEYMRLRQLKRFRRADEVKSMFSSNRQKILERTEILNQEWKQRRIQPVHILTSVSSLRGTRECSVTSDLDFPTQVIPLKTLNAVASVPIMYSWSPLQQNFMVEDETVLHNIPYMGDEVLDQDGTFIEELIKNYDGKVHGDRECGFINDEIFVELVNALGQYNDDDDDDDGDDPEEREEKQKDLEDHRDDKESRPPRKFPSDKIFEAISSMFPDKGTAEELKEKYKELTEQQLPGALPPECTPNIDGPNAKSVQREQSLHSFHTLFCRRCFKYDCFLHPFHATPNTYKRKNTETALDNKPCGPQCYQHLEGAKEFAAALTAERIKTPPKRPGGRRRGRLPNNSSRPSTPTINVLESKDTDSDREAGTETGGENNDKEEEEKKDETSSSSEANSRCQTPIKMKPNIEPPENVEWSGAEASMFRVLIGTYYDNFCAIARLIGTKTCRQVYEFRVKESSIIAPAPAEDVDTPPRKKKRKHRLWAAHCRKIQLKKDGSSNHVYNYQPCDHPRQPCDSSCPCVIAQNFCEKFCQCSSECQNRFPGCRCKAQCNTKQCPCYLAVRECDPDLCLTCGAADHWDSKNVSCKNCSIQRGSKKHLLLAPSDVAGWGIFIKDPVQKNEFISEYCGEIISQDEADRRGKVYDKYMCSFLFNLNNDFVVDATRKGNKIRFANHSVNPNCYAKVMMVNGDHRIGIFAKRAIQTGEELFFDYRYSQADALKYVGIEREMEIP
# IDH1 R132H inh: inhibitors of IDH1 R132H reductase, primary screen, biochemical, plate reader, single point; diaphorase/resazurin fluorescence, 60 min; inhibition, % at 10 µM; actives 0.18% (n = 70,000); Isocitrate dehydrogenase [NADP] cytoplasmic (Homo sapiens), O75874; AID 624101, 2012; in the data active = inhibition above about 34%;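 also: 0% = DMSO and 100% = no enzyme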
# Starred values were filed as active, the others as inactive; x = not tested or not shown.
SMILES,EZH2 inh,IDH1 R132H inh
CCC(=O)N(C)C[C@H]1Oc2cc(C3=CCCCC3)ccc2S(=O)(=O)N([C@@H](C)CO)C[C@H]1C,-5,-4.3
N#Cc1c(NC(=O)CCn2cnc3ccccc3c2=O)oc(-c2ccccc2)c1-c1ccccc1,13,0.0
O=C(Cc1ccccn1)NCC[C@H]1CC[C@@H](NC(=O)Nc2ccc(Cl)cc2)[C@H](CO)O1,-3,0.0
C[C@H](CO)N1C[C@H](C)[C@@H](CN(C)Cc2ccccc2)Oc2c(NS(C)(=O)=O)cccc2C1=O,-6,3.5
CO[C@H]1CN(C)C(=O)c2cc(NC(C)=O)ccc2OC[C@H](C)N(Cc2ccccc2C(=O)O)C[C@@H]1C,-11,0.1
COC(=O)CN(c1cc([N+](=O)[O-])ccc1C)S(C)(=O)=O,-5,-0.4
Cc1ccc([N+](=O)[O-])cc1NC(=O)c1ccc(NC(=O)C2(c3ccccc3)CCOCC2)cc1,x,2.2
C[C@@H]1CCCCO[C@H](CN(C)Cc2ccc(C(F)(F)F)cc2)[C@@H](C)CN([C@H](C)CO)C(=O)c2cc(NS(=O)(=O)c3cn(C)cn3)ccc2O1,x,-0.6
CCCNC(=O)Nc1ccc2c(c1)C(=O)N(C)C[C@@H](OC)[C@@H](C)CN(Cc1ccccn1)[C@@H](C)CO2,-9,x
COc1ccc(CN2C[C@@H](C)[C@@H](OC)CN(C)C(=O)c3cc(NC(=O)C4CC4)ccc3OC[C@H]2C)cc1,-2,0.3
CC(C)NC(=O)Nc1ccc2c(c1)C(=O)N([C@@H](C)CO)C[C@H](C)[C@H](CN(C)Cc1ccccc1)OCCCC[C@H](C)O2,-10,1.2
C[C@@H]1CCCCO[C@@H](CN(C)S(=O)(=O)c2ccccc2)[C@H](C)CN([C@@H](C)CO)C(=O)c2cc(NC(=O)Cc3ccccc3)ccc2O1,x,1.3
O=C(C[C@@H]1CC[C@H](NC(=O)NC2CCCCC2)[C@@H](CO)O1)NCc1ccccc1,5,-0.1
C[C@H](CO)N1C[C@H](C)[C@@H](CN(C)Cc2ccccc2)Oc2ccc(NC(=O)Nc3ccc4c(c3)OCO4)cc2CC1=O,-18,0.2
Cc1nnc(Sc2ccc(/C=N/NC(=O)c3ccccc3O)o2)n1C,16,0.0
C[C@@H]1CCCCO[C@@H](CN(C)C(=O)NC2CCCCC2)[C@@H](C)CN([C@@H](C)CO)C(=O)c2cc(NC(=O)Nc3ccccc3)ccc2O1,x,-0.7
CCCC#Cc1cnc2c(c1)C(=O)N([C@@H](C)CO)C[C@@H](C)[C@H](CN(C)C)O2,17,-2.9
COCC#Cc1cnc2c(c1)C(=O)N([C@@H](C)CO)C[C@H](C)[C@@H](CN(C)C(=O)C1CCC1)O2,-2,x
Cc1noc(C)c1NC(=O)Nc1ccc2c(c1)CC(=O)N([C@H](C)CO)C[C@H](C)[C@@H](CN(C)Cc1ccc(-c3ccccc3)cc1)O2,x,0.2
CC(C)CC#Cc1cnc2c(c1)C(=O)N([C@H](C)CO)C[C@H](C)[C@@H](CN(C)C(=O)c1ccccc1F)O2,-1,-0.3
C[C@H]1CN([C@@H](C)CO)C(=O)c2cccc(NC(=O)Nc3ccc4c(c3)OCO4)c2O[C@@H]1CN(C)C(=O)Nc1ccc2c(c1)OCO2,x,1.0
C[C@@H]1CN([C@H](C)CO)C(=O)c2cc(N(C)C)ccc2O[C@H]1CN(C)Cc1ccccc1,-5,0.8
C[C@H]1CN([C@@H](C)CO)S(=O)(=O)c2ccc(-c3ccc(F)cc3)cc2O[C@@H]1CN(C)C(=O)c1ccccc1F,-28,-2.2
C[C@H](CO)N1C[C@H](C)[C@H](CN(C)Cc2ccccc2)Oc2c(NC(=O)CCCCCC(=O)Nc3ccccc3N)cccc2C1=O,7,x
CO[C@H]1CN(C)C(=O)c2ccc(NC(=O)c3nc4ccccc4s3)cc2OC[C@H](C)NC[C@@H]1C,-5,-0.5

# The closing three entries of the part above are carried over, then new ones follow.
SMILES,EZH2 inh,IDH1 R132H inh
C[C@H]1CN([C@@H](C)CO)S(=O)(=O)c2ccc(-c3ccc(F)cc3)cc2O[C@@H]1CN(C)C(=O)c1ccccc1F,-28,-2.2
C[C@H](CO)N1C[C@H](C)[C@H](CN(C)Cc2ccccc2)Oc2c(NC(=O)CCCCCC(=O)Nc3ccccc3N)cccc2C1=O,7,x
CO[C@H]1CN(C)C(=O)c2ccc(NC(=O)c3nc4ccccc4s3)cc2OC[C@H](C)NC[C@@H]1C,-5,-0.5
NC1=NC(=O)C(Cc2cccc(Cl)c2)S1 (stereo not given),-4,-1.3
Cc1noc(C)c1S(=O)(=O)Nc1ccc2c(c1)CC(=O)N([C@@H](C)CO)C[C@@H](C)[C@H](CN(C)C(=O)Nc1ccc(F)cc1)O2,x,2.3
C[C@@H]1CN([C@@H](C)CO)C(=O)Cc2cc(NC(=O)CCC(F)(F)F)ccc2O[C@H]1CN(C)S(=O)(=O)c1ccccc1,8,0.4
COc1ccc(NC(=O)O[C@@H](c2ccc(OCCO)cc2)[C@H](CCO)OC)cc1,1,-0.1
Cc1noc(C)c1NC(=O)N(C)C[C@@H]1OCCCC[C@H](C)Oc2ccc(NS(=O)(=O)c3cn(C)cn3)cc2C(=O)N([C@H](C)CO)C[C@@H]1C,x,1.8
Cc1ccc(S(=O)(=O)N(C)C[C@@H]2Oc3ncc(-c4ccncc4)cc3C(=O)N([C@H](C)CO)C[C@@H]2C)cc1,x,0.0
CNC[C@H]1Oc2ncc(-c3cccc(C(=O)N(C)C)c3)cc2C(=O)N([C@H](C)CO)C[C@H]1C,-7,-0.5
Cc1noc(C)c1S(=O)(=O)Nc1ccc2c(c1)C(=O)N([C@@H](C)CO)C[C@H](C)[C@@H](CN(C)Cc1ccc(C(F)(F)F)cc1)OCCCC[C@@H](C)O2,x,3.8
C[C@@H]1CN([C@H](C)CO)C(=O)c2cc(NC(=O)NC3CCCCC3)ccc2O[C@@H]1CN(C)C(=O)Nc1ccc(C(F)(F)F)cc1,-24,-0.1
C[C@H]1CN([C@@H](C)CO)C(=O)c2cccc(NC(=O)C3CCOCC3)c2O[C@H]1CN(C)Cc1ccc2c(c1)OCO2,-4,0.2
C[C@@H]1CN([C@H](C)CO)C(=O)c2cccc(NS(=O)(=O)c3ccccc3)c2O[C@@H]1CN(C)C(=O)Nc1cccc2ccccc12,1,-0.2
COc1ccc(CN(C)C[C@H]2OCCCC[C@H](C)Oc3ccc(NC(=O)C4CCCCC4)cc3C(=O)N([C@@H](C)CO)C[C@H]2C)cc1,x,-1.2
O=C(Nc1ccc2c(c1)[C@@H]1C[C@@H](CC(=O)N3CCCCC3)O[C@@H](CO)[C@@H]1O2)C1CCC1,3,0.5
CO[C@@H]1CN(C)C(=O)c2cc(NS(=O)(=O)c3ccccc3)ccc2OC[C@H](C)N(Cc2cccnc2)C[C@H]1C,11,-0.4
COc1ccc(CN2C[C@H](C)[C@@H](OC)CN(C)C(=O)c3cc(NC(=O)c4nc5ccccc5s4)ccc3OC[C@@H]2C)cc1,-14,-0.2
C[C@H](CO)N1C[C@H](C)[C@H](CN(C)Cc2ccc(C(=O)O)cc2)Oc2c(NC(=O)Nc3ccc(C(F)(F)F)cc3)cccc2C1=O,x,7.0
Cc1noc(C)c1S(=O)(=O)Nc1ccc2c(c1)C(=O)N([C@@H](C)CO)C[C@H](C)[C@H](CN(C)S(C)(=O)=O)OCCCC[C@@H](C)O2,x,6.5
Cc1cccc(S(=O)(=O)N[C@H]2CC[C@H](CCNS(=O)(=O)c3ccccc3F)O[C@@H]2CO)c1,-2,-0.2
O=C(C[C@@H]1C[C@@H]2c3cc(NC(=O)c4ccc5c(c4)OCO5)ccc3O[C@@H]2[C@H](CO)O1)NCCN1CCCCC1,7,-0.6
COCC(=O)Nc1ccc2c(c1)C(=O)N(C)C[C@@H](OC)[C@@H](C)CN(CCc1ccccc1)[C@H](C)CO2,6,0.1
C[C@H]1CN([C@@H](C)CO)C(=O)Cc2cc(NC(=O)CCN3CCOCC3)ccc2O[C@H]1CN(C)C,x,2.0
C[C@H](CO)N1C[C@H](C)[C@@H](CN(C)C(=O)c2cccc(F)c2)Oc2ncc(C#CCN(C)C)cc2C1=O,x,1.2
COC(=O)c1c2oc(c1C(=O)OC)C(=O)N[C@H](Cc1ccccc1)Cn1cc(nn1)[C@H](Cc1ccccc1)NC(=O)N[C@H](CO)CC2,-12,x
C[C@H]1CN([C@@H](C)CO)C(=O)c2cc(-c3ccccc3F)cnc2O[C@@H]1CN(C)C(=O)C1CCCCC1,x,0.0
CCCC(=O)Nc1ccc2c(c1)C(=O)N(C)C[C@H](OC)[C@@H](C)CN(CCC(F)(F)F)[C@@H](C)CO2,2,0.3

# At a glance, part of the list above:
SMILES,EZH2 inh,IDH1 R132H inh
NC1=NC(=O)C(Cc2cccc(Cl)c2)S1 (stereo not given),-4,-1.3
Cc1noc(C)c1S(=O)(=O)Nc1ccc2c(c1)CC(=O)N([C@@H](C)CO)C[C@@H](C)[C@H](CN(C)C(=O)Nc1ccc(F)cc1)O2,x,2.3
C[C@@H]1CN([C@@H](C)CO)C(=O)Cc2cc(NC(=O)CCC(F)(F)F)ccc2O[C@H]1CN(C)S(=O)(=O)c1ccccc1,8,0.4

# The list continues:
SMILES,EZH2 inh,IDH1 R132H inh
Cc1ccc(S(=O)(=O)N[C@H]2CC[C@@H](CC(=O)NCCCN(C)C)O[C@@H]2CO)cc1,-7,-0.2
COc1ccc(NC(=O)N[C@@H]2CC[C@@H](CCn3cc(-c4ccc(F)cc4)nn3)O[C@H]2CO)cc1,-8,0.0
C[C@@H]1CN([C@@H](C)CO)C(=O)c2cc(NC(=O)Cc3ccccc3)ccc2O[C@@H](C)CCCCO[C@@H]1CN(C)C(=O)CCC(F)(F)F,x,-0.4
C[C@@H]1CN([C@@H](C)CO)C(=O)Cc2cc(N(C)C)ccc2O[C@H]1CN(C)C(=O)Nc1ccccc1,9,-0.1
COCC#Cc1cnc2c(c1)C(=O)N([C@H](C)CO)C[C@@H](C)[C@H](CN(C)C(=O)c1ccc3c(c1)OCO3)O2,10,-2.6
COc1ccc(NC(=O)N(C)C[C@@H]2OCCCC[C@@H](C)Oc3ccc(NC(=O)CCCCCC(=O)Nc4ccccc4N)cc3C(=O)N([C@H](C)CO)C[C@@H]2C)cc1,-7,-0.2
C[C@H](CO)N1C[C@H](C)[C@H](CN(C)CC2CCCCC2)Oc2c(NS(C)(=O)=O)cccc2C1=O,11,x
Cc1ccc2c(=O)c3ccccc3n(CCCN)c2c1C,2,-1.4
Cc1noc(C)c1NC(=O)N(C)C[C@H]1Oc2ncc(C#CCC(C)C)cc2C(=O)N([C@H](C)CO)C[C@H]1C,x,0.6
C[C@H](CO)N1C[C@H](C)[C@@H](CN(C)CC2CCCCC2)OCCCC[C@H](C)Oc2ccc(NC(=O)Nc3ccccc3)cc2C1=O,x,1.1
C[C@H]1CN([C@@H](C)CO)C(=O)c2cc(NC(=O)Nc3ccc4c(c3)OCO4)ccc2O[C@@H]1CN(C)Cc1ccncc1,6,2.4
O=C(C[C@@H]1CC[C@H](NC(=O)C2CC2)[C@@H](CO)O1)NCc1ccncc1,3,0.3
C[C@H](CO)N1C[C@H](C)[C@H](CN(C)C)Oc2ccc(NC(=O)Cc3ccccc3)cc2C1=O,-8,0.0
C[C@H](CO)N1C[C@H](C)[C@H](CN(C)C)Oc2cc(C#Cc3ccncc3)ccc2S1(=O)=O,-1,3.4
Cc1noc(C)c1C(=O)N(C)C[C@@H]1OCc2ccccc2-c2ccccc2C(=O)N([C@@H](C)CO)C[C@@H]1C,3,x
CNC[C@H]1OCCCC[C@@H](C)Oc2ccc(NS(=O)(=O)c3ccc(F)cc3)cc2C(=O)N([C@@H](C)CO)C[C@H]1C,-14,x
O=C(Nc1ccc(C(F)(F)F)cc1)N[C@H]1CC[C@H](CC(=O)N2CCCCC2)O[C@H]1CO,6,-0.1
C[C@@H]1CCCCO[C@H](CN(C)C(=O)c2ccncc2)[C@@H](C)CN([C@H](C)CO)C(=O)c2cc(NS(=O)(=O)c3cn(C)cn3)ccc2O1,x,5.0
C#Cc1ccc([C@@H]2C=C(C(=O)OCC=C)O[C@H](OCC)[C@H]2CCCO)cc1,8,x
C[C@@H]1CN([C@H](C)CO)C(=O)c2cccc(NS(=O)(=O)c3ccc(Cl)cc3)c2O[C@H]1CN(C)CC1CC1,-2,2.2
C#CCNC(=O)C1=C[C@H](c2coc3ccccc3c2=O)C[C@H](OCc2ccc(CO)cc2)O1,-4,x
C[C@H](CO)N1C[C@H](C)[C@@H](CN(C)S(=O)(=O)c2cn(C)cn2)Oc2ccc(NC(=O)CCC(F)(F)F)cc2CC1=O,x,9.7
CO[C@H]1CN(C)C(=O)c2ccc(NS(=O)(=O)c3ccccc3)cc2OC[C@@H](C)N(Cc2nccs2)C[C@H]1C,0,-0.5
O=C(Nc1ccccc1F)N[C@H]1CC[C@@H](CCNC(=O)C2CCOCC2)O[C@H]1CO,0,0.2
COc1ccc(S(=O)(=O)N(C)C[C@H]2Oc3ccc(N(C)C)cc3C(=O)N([C@H](C)CO)C[C@@H]2C)cc1,3,-0.3
CCC(=O)Nc1ccc2c(c1)C(=O)N(C)C[C@H](OC)[C@@H](C)CN(C(=O)CN1CCOCC1)[C@@H](C)CO2,9,-0.4
C[C@@H](O)C#Cc1ccc2c(c1)O[C@@H](CN(C)C(=O)CN(C)C)[C@@H](C)CN([C@@H](C)CO)S2(=O)=O,1,-0.4

# Quoted at random: 2 records from the list
SMILES,EZH2 inh,IDH1 R132H inh
C[C@@H](O)C#Cc1ccc2c(c1)O[C@@H](CN(C)C(=O)CN(C)C)[C@@H](C)CN([C@@H](C)CO)S2(=O)=O,1,-0.4
O=C(Nc1ccc(C(F)(F)F)cc1)N[C@H]1CC[C@H](CC(=O)N2CCCCC2)O[C@H]1CO,6,-0.1

# Screens deposited in PubChem BioAssay by Broad Institute.

# A portion of the library (hit frequency here may not be typical).
